ERAP1 inh – human ERAP1 aminopeptidase inhibitors, primary screen, biochemical, single point, plate reader; Endoplasmic reticulum aminopeptidase 1 (Homo sapiens), Q9NZ08; recombinant ERAP1, Leu-AMC fluorescence, 60 min; inhibition, % at 10.7 µM; 0.15% of 340,000 active;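 active = mean replicate inhibition of at least 30%, or all replicates individually reaching that 30% level; inactive = mean below 30% and not every replicate reaching it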;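 note: 0% = neutral control wells and 100% = L-leucinethiol positive control wells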
CFTR F508del cor – F508del CFTR correction, initial screen, CFBE line, single point. CFBE cells, YFP halide quenching; stimulated with forskolin plus potentiator P3; % fluorescence drop versus neutral controls. activity (quench increase), % at 7.58 µM. 0.36% of 350,000 active;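 active = mean added fluorescence quench of at least 8% versus neutral control, with both replicates also reaching 8%; inconclusive = only one of the mean or replicate conditions met; inactive = mean below 8% and not both replicates reaching 8%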;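 note: cells transiently co-express mutant CFTR-F508del with the halide-sensitive YFP; corrector assay measuring rescue of mutant channel to the surface after 24 h compound exposure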
ERp5 inh – inhibitors of ERp5-driven insulin aggregation, primary screen, biochemical, turbidity, absorbance 650 nm, single point. Protein disulfide-isomerase A6 (Homo sapiens), Q15084. 90 min. inhibition, % at 9.99 µM. 0.05% of 350,000 active. AID 651711, 2012;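 active = mean replicate inhibition above about 25%, with every replicate also reaching it, limit read from the data, passing the limit was not always enough; inconclusive = only one of those two criteria met; inactive = neither criterion met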
Target sequence (Q15084 whole entry, looked up): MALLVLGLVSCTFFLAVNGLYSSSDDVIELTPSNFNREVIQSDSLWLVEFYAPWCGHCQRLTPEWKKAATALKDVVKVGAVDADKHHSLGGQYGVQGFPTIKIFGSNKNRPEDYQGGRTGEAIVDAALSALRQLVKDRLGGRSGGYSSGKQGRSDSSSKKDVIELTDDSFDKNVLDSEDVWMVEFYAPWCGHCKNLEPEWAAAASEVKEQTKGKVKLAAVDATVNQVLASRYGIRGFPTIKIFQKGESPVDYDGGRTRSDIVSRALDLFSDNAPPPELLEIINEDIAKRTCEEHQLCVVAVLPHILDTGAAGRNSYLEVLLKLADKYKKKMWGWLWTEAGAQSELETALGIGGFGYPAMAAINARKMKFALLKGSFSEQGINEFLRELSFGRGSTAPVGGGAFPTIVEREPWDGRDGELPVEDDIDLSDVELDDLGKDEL
CASP6 VEID inh – human caspase-6 inhibitors, primary screen, biochemical, VEID-R110 fluorescence, single point, set 2 | purified caspase-6, Z-VEID-R110 cleavage fluorescence | inhibition, % at 12.5 µM | AID 686996, 2013 | 0.53% of 350,000 active | P55212;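 active = mean inhibition across replicates at least about 35%, with every replicate also reaching that limit, limit read from the data; inconclusive = only one of the two criteria met; inactive = neither criterion met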;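 note: 0% = median of neutral control wells and 100% = no fluorescence left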
Target sequence (P55212 24-179 limits assumed): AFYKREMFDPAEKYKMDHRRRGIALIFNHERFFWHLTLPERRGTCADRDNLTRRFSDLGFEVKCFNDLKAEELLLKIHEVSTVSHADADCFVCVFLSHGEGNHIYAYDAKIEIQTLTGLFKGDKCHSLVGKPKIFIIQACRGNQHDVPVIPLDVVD
Target sequence (P55212 194-293 limits assumed): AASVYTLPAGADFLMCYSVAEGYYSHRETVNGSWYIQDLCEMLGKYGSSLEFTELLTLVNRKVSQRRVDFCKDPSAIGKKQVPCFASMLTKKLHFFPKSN
SIRT5 inh – SIRT5 desuccinylase inhibitors, primary screen, biochemical, fluorescence imaging, single point, set 5; inhibition, % at 15 µM; Purified SirT5, succinyl-peptide AMC, trypsin-coupled fluorescence; 1.1% of 330,000 active; in the data active = inhibition above about 15%; inconclusive = no clear call, values can overlap the other calls
Target sequence (Q9NXA8 whole entry, looked up): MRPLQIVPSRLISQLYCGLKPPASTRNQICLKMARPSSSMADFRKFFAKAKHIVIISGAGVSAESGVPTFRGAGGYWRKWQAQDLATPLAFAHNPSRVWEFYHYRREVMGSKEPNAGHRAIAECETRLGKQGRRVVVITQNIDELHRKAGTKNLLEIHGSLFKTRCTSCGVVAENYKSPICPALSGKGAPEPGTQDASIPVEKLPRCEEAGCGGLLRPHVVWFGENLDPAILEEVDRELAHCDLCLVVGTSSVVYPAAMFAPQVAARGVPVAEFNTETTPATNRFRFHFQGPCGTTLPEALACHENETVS
miR-122 sensor – miR-122 Renilla sensor signal increase in Huh7, primary screen, miR-122 inhibitor project, cell-based, single point, plate reader; Huh7 miR-122 Renilla luciferase sensor, 48 h; neutral wells = 0, positive control = 100; activation (reporter increase), % at 12.5 µM; 0.3% of 340,000 active;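 active = mean replicate activation score at least 90 and every replicate individually at or above 90; inconclusive = only one of the two criteria met; inactive = neither criterion met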;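 note: higher luciferase means less miR-122 activity so hits act as miR-122 inhibitors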
DENV2 CPE rescue – inhibitors of DENV2 cytopathic effect, primary screen, cell-based, plate reader, single concentration; DENV2-infected cells, cytopathic effect rescue; CPE inhibition, % at 9.99 µM; 1.7% of 350,000 active; in the data active = CPE inhibition above about 20%, passing the limit was not always enough; inconclusive = no clear call, values can overlap the other calls; tested in BHK-21 cells;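 note: 0% = median of neutral control wells and 100% = median of positive control wells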
The depositor's hits bear a star; ? = inconclusive; / = no result given; & = joins results of further samples; [ ] = dose if it differs, or a comment.

SMILES	ERAP1 inh	CFTR F508del cor	ERp5 inh	CASP6 VEID inh	SIRT5 inh	miR-122 sensor	DENV2 CPE rescue
COc1ccccc1NC(=O)CCCN1C(=O)C(c2ccccc2)Oc2cccnc21 (configuration not stated)	-4	-2.1	1	-1	-1	-1	9
CCCCCC(=O)Nc1cccc(C2=NOC3(C2)C[C@H](C(N)=O)N(C(=O)c2ccccc2C(=O)c2ccccc2)C3)c1 (some centres not stated)	-5	-4.7	-2	-2	/	-4	?
O=C(Cc1ccc(-n2c(=O)c3ccccc3n(Cc3ccc(F)cc3)c2=O)cc1)NCC1CCCO1 (configuration not stated)	-1	1.7	-6	-3	1	-7	-10
N#Cc1ccc(OCC(=O)NCCCn2ccnc2)cc1	0	0.9	-4	-44	-7	-2	1
Cc1cc([N+](=O)[O-])nn1Cc1ccc(C(=O)N/N=C/c2ccc(N(C)C)cc2)cc1	6	-2.1	-4	0	2	/	-2
CN(C)c1ccnc2sc(C(=O)c3ccc(Br)cc3)c(N)c12	7	-2.6	0	0	6	/	-1
CCOCCCNC(=O)C(c1ccc(OC)cc1)N(Cc1cccs1)C(=O)CNC(C)=O (configuration not stated)	-3	-4.2	8	-2	1	/	-1
Cc1cc(C)nc(/N=C(\N)Nc2ccc(-c3ccccc3)cc2)n1	3	0.0	1	1	0	/	/
CN(C)S(=O)(=O)c1cccc(NC(=O)c2ccccc2SCC(=O)N2CCCC2)c1	-1	0.9	2	1	/	19	2
Clc1ccc(C=Cc2ccccn2)c(Cl)c1	-1	-1.8	-9	0	-3	-1	38*
CO[C@@H]1CN(C)C(=O)c2cc(NC(C)=O)ccc2OC[C@@H](C)N(C(=O)c2ccccc2F)C[C@@H]1C	-1	2.1	-1	/	0	-8[16.7 µM]	8
COCCn1c(SCC(=O)Nc2ccc(NC(C)=O)cc2)nc2c([nH]c3ccccc32)c1=O	1	-1.8	-1	-8	-2	-1	-2
CCCc1c(O)nc(SCC(=O)NCc2ccco2)[nH]c1=O	3	1.1	-6	8	-3	5	1
CC(=O)c1ccc(S(=O)(=O)N(C)CC(=O)N2CCCCCC2)cc1	3	-0.8	1	3	-5	1	0
COc1ccc(CC(=O)NNC(=O)CSc2nnc(Cc3ccc(OC)cc3)n2-c2ccccc2)cc1	-1	-1.7	-2	-4	-4	-8	-5
O=C(NCc1ccccn1)c1ccc(Cl)c(S(=O)(=O)N2CCCCC2)c1	0	1.3	8	2	-4	/	-2
CSc1ccc(CN(C)C(=O)c2cc(=O)c3ccccc3o2)cc1	2	-1.5	-1	1	2	-1	-6
COc1ccc2c3c([nH]c2c1)[C@H](CO)N(CC1CC1)CC31CCN(C(=O)Nc2cccc(F)c2)CC1	0	1.2	2	4	-1	/	7
COC(=O)c1cc(S(=O)(=O)NCc2ccc3c(c2)OCO3)cn1C	-1	-1.5	0	5	-4	14	-4
O=S(=O)(c1ccc(SCCOc2cccc(Br)c2)nc1)N1CCCC1	-1	-0.1	1	-2	-1	23	-3
O=C(NNC(=O)c1ccccc1C(=O)O)c1ccc(S(=O)(=O)N2CCCCC2)cc1	-5	-0.4	8	1	-3	-2	-2
NC(=O)CNC(=O)[C@@H]1CC2(CC(c3cccc(Br)c3)=NO2)CN1C(=O)c1ccc(Br)cc1 (some centres not stated)	4	-1.8	-3	10	1	-17	3
O=C(O)CSc1nnc(COc2cccc3ccccc23)o1	7	-0.7	-2	-1	-5	-6	-4
CCOC(=O)C1=C(COC(=O)c2cccnc2Cl)NC(=O)NC1C (configuration not stated)	3	0.3	1	4	1	/	0
COC(=O)c1c(C)[nH]c(C)c1-c1cccc([N+](=O)[O-])c1	0	1.7	-4	1	2	/	-4
Next compounds.
SMILES	ERAP1 inh	CFTR F508del cor	ERp5 inh	CASP6 VEID inh	SIRT5 inh	miR-122 sensor	DENV2 CPE rescue
O=C(NCC1CCCCC1)c1cc2ccccc2cc1O	1	2.1	0	-4	-4	0	-5
COCC(=O)N1CCC2(CC1)CN(C(=O)Nc1ccccc1F)[C@@H](CO)c1c2c2ccc(OC)cc2n1C	0	1.8	1	2	0	/	0
Cc1ccc(CC(=O)Nc2ccc(C(=O)N3CCCCC3)cc2)cc1	1	-2.8	-20	7	0	3	-11
CC(C)N(C(=O)[C@H]1C[C@H](CC(=O)NCCN2CCOCC2)C(=O)N2CCc3c([nH]c4cc(-c5ccco5)ccc34)[C@]12C)C(C)C	0	-1.1	-7	-26	-5	-5	-9
Cn1cc(/C=C(\C#N)C(=O)Nc2cccc([N+](=O)[O-])c2)c2ccccc21	1	0.6	-5	0	-2	0	11
Cc1cccc(-n2c(C)cc(/C=C3\NC(=O)NC3=O)c2C)c1	1	-0.1	-1	5	-1	5	-5
CCCNC(=O)c1ccccc1NC(=O)c1ccc2c(=O)n3c(nc2c1)CCC3	1	-0.8	2	2	2	/	5
COc1cc(NC(=O)C2CCCN2S(=O)(=O)c2ccc3c(c2)CC(C)N3C(C)=O)cc(OC)c1 (configuration not stated)	0	-1.4	-7	-1	0	6	-4
O=C(OCC(=O)N1CCN(c2ccccc2)CC1)c1ccc(Cl)cc1[N+](=O)[O-]	4	2.7	-7	1	6	/	-1
COc1ccc2cnn(-c3ccc(OC(F)(F)F)cc3)c(=O)c2c1OC	0	0.5	7	-3	-3	-4	0
C[C@H](NC(=O)c1ccccc1)C(=O)OCC(=O)Nc1sccc1C(N)=O	-2	-2.0	2	0	-3	-11	9
COc1ccc(CCC(=O)NCCS(=O)(=O)N2CCN(c3ccccc3F)CC2)cc1	3	0.3	0	1	1	-13	5
COc1cccc(C#Cc2cnc3c(c2)C(=O)N([C@H](C)CO)C[C@@H](C)[C@@H](CN(C)C(=O)C2CCOCC2)O3)c1	-4	-0.2	3	-3	2	4[16.7 µM]	/
C/C(=N\NC(N)=S)C1(C)CCCCC1	-6	/	0	-3	-5	-3	-3
COc1ccc(C(=O)N2CCN(S(=O)(=O)c3ccc4c(c3)OCCO4)CC2)cc1	3	1.6	7	2	-3	-6	-2
CC(C)NC(=O)N(C)C[C@H]1OCCCC[C@@H](C)Oc2ccc(NC(=O)CCC(F)(F)F)cc2C(=O)N([C@@H](C)CO)C[C@@H]1C	3	2.7	1	2	1	1[16.7 µM]	-3
CC(C)C1COC(c2cccn2Cc2ccccc2Cl)=N1 (configuration not stated)	-4	/	-2	-1	-1	-5	9
CC(C)OCCCNC(=O)C(=O)N/N=C/c1ccc(OCc2ccccc2)cc1	-2	1.5	3	-5	1	-5	1
C[C@@H]1CCCCO[C@@H](CN(C)C(=O)Nc2ccc3c(c2)OCO3)[C@H](C)CN([C@@H](C)CO)C(=O)c2cc(NC(=O)Nc3ccc(C(F)(F)F)cc3)ccc2O1	-1	1.5	6	1	-3	-9[16.7 µM]	1
COc1ccccc1/C=C/C(=O)OCC(=O)NC1CC1	1	0.7	4	2	-1	/	-4
CCc1nnc(NC(=O)c2oc3ccccc3c2COC(C)C)s1	4	-1.9	3	-3	/	-3	-5
C[C@@H]1CN([C@@H](C)CO)C(=O)c2cc(NC(=O)CCCCCC(=O)Nc3ccccc3N)ccc2O[C@H]1CN(C)S(=O)(=O)c1ccccc1	1	0.4	2	0	/	/	8
COC(=O)C1=CN(c2ccc(F)cc2)C(N)=C(C#N)C1c1cccc(F)c1 (configuration not stated)	2	0.4	0	3	0	/	-9
Cc1[nH]ncc1Nc1ccccc1C(C)C	-6	1.4	7	1	-4	-3	-6
O=C(COc1ccc2ccccc2c1)N/N=C/c1ccccn1	9	-3.5	0	1	0	7	1

A few values from above:
SIRT5 inh with `CC(C)N(C(=O)[C@H]1C[C@H](CC(=O)NCCN2CCOCC2)C(=O)N2CCc3c([nH]c4cc(-c5ccco5)ccc34)[C@]12C)C(C)C` is entered as -5
CFTR F508del cor with `C[C@@H]1CN([C@@H](C)CO)C(=O)c2cc(NC(=O)CCCCCC(=O)Nc3ccccc3N)ccc2O[C@H]1CN(C)S(=O)(=O)c1ccccc1` is entered as 0.4

Next compounds follow.
SMILES	ERAP1 inh	CFTR F508del cor	ERp5 inh	CASP6 VEID inh	SIRT5 inh	miR-122 sensor	DENV2 CPE rescue
COc1ccc(C(=O)OCC(=O)c2ccc(F)cc2)cc1OC	4	2.3	-1	22	-4	-5	4
Cc1cc(C)n(CCC(=O)N2c3ccccc3CC2C)n1 (configuration not stated)	8	-0.8	-4	2	17*	/	-3
O=C(Nc1ccccc1-c1ccccc1)c1cccs1	3	-2.3	-3	2	/	/	0
N#C[C@H]1[C@H](c2ccccc2C2=CCCCC2)[C@@H](CO)N1C(=O)C1CCOCC1	2	3.4	0	-2	-6	/	-4
Cc1ccc(Cl)cc1-c1cc(C(=O)NCc2cccc(Cl)c2)[nH]n1	0	-4.4	0	2	-2	-1	7
CCN(c1ccccc1)S(=O)(=O)c1ccc(Cl)c(NC(=O)CSc2n[nH]c(N)n2)c1	4	/	0	0	-4	/	0
C[C@H](CO)N1C[C@H](C)[C@@H](CN(C)C(=O)Nc2ccccc2)Oc2ncc(C#CC3CCCCC3)cc2C1=O	4&1	-0.1&2.5&2.6	6&-9&-3	3&-2	0&7&-2	12	9&-4&10
CC(=O)N/N=C/c1cc(C)n(-c2ccc(Br)cc2)c1C	5	-2.3	-4	2	-3	-4	-1
CCOC(=O)C1=CC[C@@H](c2ccccc2)[C@@H]1C(=O)c1ccc(OC)cc1	1	1.1	-1	0	-4	/	-7
COc1ccc(N2CCN(C(=O)CCS(=O)(=O)c3ccc(C)cc3)CC2)cc1	-1	0.7	0	4	-3	-9	5
COc1cccc(-c2cn(CC[C@@H]3CC[C@@H](NC(=O)CN(C)C)[C@@H](CO)O3)nn2)c1	-3	-0.7	-8	-3	10	/	12
COc1ccccc1NS(=O)(=O)c1ccc2[nH]c(=O)[nH]c2c1	-1	0.2	3	12	-3	-1	-4
CC(C)NC(=O)N(C)C[C@H]1Oc2cc(C#C[C@@H](C)O)ccc2S(=O)(=O)N([C@@H](C)CO)C[C@@H]1C	0	-3.9	-2	2	4	16[16.7 µM]	1
Cc1cc(O)c(C(C)C)cc1C1(c2cc(C(C)C)c(O)cc2C)OC(=O)c2ccccc21	3	2.3	0	-1	-6	40	0
CCN(CCCNC(=O)C1CCC(=O)N1Cc1ccc(C)cc1)c1cccc(C)c1 (configuration not stated)	2	/	-10	2	17*	/	/
c1ccc(N2CCN(C3CCSC3)CC2)cc1 (configuration not stated)	0	3.6	0	-1	-3	/	/
O=Cc1ccc(Oc2ncccn2)cc1	-1	0.6	-7	-2	2	/	-3
CCCN(CC(=O)Nc1ccccc1C)C(=O)c1cc2ccccc2oc1=O	0	-0.1	3	-4	/	/	-7
O=C(NC1CCCC1)C1(c2ccccc2)CCN(S(=O)(=O)c2ccccc2)CC1	-2	/	3	-1	-1	-3	/
CC(NS(=O)(=O)c1ccc(F)cc1)C(c1cccs1)N1CCOCC1 (configuration not stated)	5	0.4	-1	-2	0	0	-5
CON(C)C(=O)C[C@@H]1C[C@H](OC(=O)c2ccc([N+](=O)[O-])cc2)CN1C(=O)OC(C)(C)C	-3	1.7	-1	-4	-5	-4	-7
CC(=O)NC(Cc1cccc(C)c1)C(=O)NC1CCN(S(=O)(=O)c2ccccc2)CC1 (configuration not stated)	-2	0.1	3	-2	-2	-2	-6
COc1ccc(CN2CCNC(=O)C2CC(=O)NC2CC(C)(C)CC(C)(C)C2)cc1OC (configuration not stated)	1	0.2	-1	-1	8	-2	1
CC1CCc2ccc(F)cc2N1S(=O)(=O)c1cccs1 (configuration not stated)	2	/	3	6	/	-1	/
CCc1nnc(NC(=O)CSc2nc(N)c(NC(=O)c3ccc(OC)cc3)c(=O)[nH]2)s1	-1	-1.2	2	3	-1	-2	-3
O=C(COC(=O)c1cc(S(=O)(=O)N2CCOCC2)ccc1Cl)NC1CC1	0	1.6	-2	-3	-4	/	3
